# Assay outcomes (PubChem BioAssay)
# V1R ag counter: counter-screen for oxytocin receptor agonists: human V1a receptor agonists; P37288; activation, % at 3 µM; CHO-V1R cells, Fluo-8 calcium fluorescence, agonist mode; 0% DMSO, 100% 3 nM vasopressin; hit rate 0.25% among 320,000; AID 2797;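 active = activation above the mean activation of all tested compounds plus 3 SD, per screening run, cut at about 20% in these data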;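 note: signal is peak over basal fluorescence ratio across a 100 second FLIPR read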
# CHO parental Ca: counter-screen for OX1R antagonists: effect in parental CHO cells; hit rate 0.63% among 330,000; inhibition, % at 5.6 µM; parental CHO-K1, ATP-induced calcium, Fluo-8 fluorescence;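 active = inhibition above that plate's mean sample inhibition plus 3 SD, cut at about 26% in these data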;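 note: 0% = ATP-challenged DMSO wells and 100% = DMSO wells without ATP; some compounds past the cut are filed as inactive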
#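 Assay system – parental CHO cells · Reagent – ATP stimulus · Detection – intracellular calcium via Fluo-8 no-wash fluorescent dye · Evaluation – percent inhibition of ATP-evoked calcium rise, normalized to controls · Controls – ATP wells versus no-ATP DMSO wells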
# M1 PAM: human CHRM1 positive allosteric modulation; AID 588819; activation, % at 3 µM; CHO-K1 hM1, Fluo-8 calcium fluorescence, ACh EC20; 0% = ACh EC20, 100% = maximal ACh; hit rate 0.088% among 360,000; P11229; in the data active = activation above about 19%, passing the limit was not always enough
# OXTR ag: human OXTR agonism; P30559; CHO-OTR cells, Fluo-8 calcium fluorescence; normalized: DMSO 0%, oxytocin 100%; activation, % at 3 µM; hit rate 0.32% among 320,000;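 active = activation above the mean of all tested compounds plus 3 SD, cutoff set per screening run, cut at about 20% in these data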;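 note: peak over basal fluorescence ratio from a 100 s FLIPR kinetic read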
# Target sequence (P30559 whole entry, looked up): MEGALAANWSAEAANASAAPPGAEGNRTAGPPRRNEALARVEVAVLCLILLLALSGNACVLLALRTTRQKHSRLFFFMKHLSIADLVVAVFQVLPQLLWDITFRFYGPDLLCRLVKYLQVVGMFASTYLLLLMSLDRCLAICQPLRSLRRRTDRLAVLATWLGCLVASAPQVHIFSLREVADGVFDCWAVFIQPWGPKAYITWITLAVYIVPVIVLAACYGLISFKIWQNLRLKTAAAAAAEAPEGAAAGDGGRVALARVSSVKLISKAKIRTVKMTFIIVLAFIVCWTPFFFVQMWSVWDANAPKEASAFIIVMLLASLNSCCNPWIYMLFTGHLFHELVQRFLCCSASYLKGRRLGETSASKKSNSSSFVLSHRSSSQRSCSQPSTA
# TAAR1 ag: human TAAR1 agonism. Q96RJ0. CHO RD-HGA16 TAAR1, Fluo-8 calcium fluorescence; vehicle wells 0%, saturating PEA agonist 100%. activation, % at 3 µM. hit rate 0.99% among 360,000. AID 624467;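 active = activation above the mean activation of all test compounds in the run plus 3 SD, cut at about 38% in these data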
# Target sequence (Q96RJ0 whole entry, looked up): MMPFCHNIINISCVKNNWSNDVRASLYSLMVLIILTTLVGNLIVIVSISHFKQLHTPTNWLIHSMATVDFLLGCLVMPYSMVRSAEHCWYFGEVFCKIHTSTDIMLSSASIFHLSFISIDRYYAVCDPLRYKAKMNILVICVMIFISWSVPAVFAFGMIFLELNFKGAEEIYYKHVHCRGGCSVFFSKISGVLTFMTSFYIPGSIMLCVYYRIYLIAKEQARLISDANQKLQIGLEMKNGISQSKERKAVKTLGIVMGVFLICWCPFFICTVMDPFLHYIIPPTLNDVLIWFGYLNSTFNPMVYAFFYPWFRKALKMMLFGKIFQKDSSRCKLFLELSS
#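 Benchmarks: low control DMSO, high control PEA (EC100); System: CHO RD-HGA16 cells carrying human TAAR1 plus Gα16; Detection: Fluo-8 fluorescence, 5 s baseline then 140 s kinetic read; Schedule: 17-24 h plating, Fluo-8 75 min 37 °C, 30 min RT; Read-out basis: % activation from peak over basal fluorescence ratio, DMSO-to-PEA scaled.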
# CHRM1 agonist: agonists of human M1 muscarinic receptor; P11229; CHO-K1 hM1, Fluo-8 calcium fluorescence, agonist mode; 0% DMSO, 100% acetylcholine EC100; activation, % at 3 µM; hit rate 0.33% among 360,000; AID 588814;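 active = activation above the run's mean compound activation plus 3 SD, cut at about 16% in these data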;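 note: peak over basal fluorescence ratio within a 140 s kinetic read after compound addition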
# TAAR1 antag: antagonists of human TAAR1; inhibition, % at 3 µM; Q96RJ0; CHO RD-HGA16 TAAR1, Fluo-8 calcium fluorescence, antagonist; hit rate 1.5% among 360,000;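 active = inhibition above a per-plate cutoff, the mean inhibition of test compounds on that plate plus 3 SD, cut at about 49% in these data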;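 note: 0% = DMSO plus EC80 beta-PEA response and 100% = DMSO alone without agonist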
#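 test system = CHO RD-HGA16 cells bearing hTAAR1 | replication = singlicate | controls = DMSO-only wells and EC80 β-PEA-stimulated wells | reagent = EC80 β-phenethylamine stimulus | read-out basis = percent inhibition of PEA-evoked calcium signal, max/basal emission ratio | schedule = seeding 17-24 h prior, 75-min 37 °C, 30-min RT dye loading | signal = kinetic Fluo-8 calcium fluorescence measurement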
# OXTR potentiator: human OXTR potentiation; hit rate 0.061% among 320,000; activation, % at 3 µM; P30559; CHO-OTR cells, Fluo-8 calcium fluorescence, potentiator mode; 0% = oxytocin EC15, 100% = EC100;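 active = activation above that plate's cutoff, the mean activation of tested compounds plus 3 SD, cut at about 6.6% in these data, passing the limit was not always enough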;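 note: 100% uses oxytocin at 75 nM as the full agonist control; some results filed as inactive read as strong as hits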
#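 System: human OTR in CHO cells / Also added: sub-maximal oxytocin, roughly EC15 / Control set: EC15 oxytocin low, 75 nM oxytocin high / Schedule: 6 min compound pre-incubation at room temperature, 100 s kinetic read / Compound: single-point 3.0 µM / Replication: singlicate / Technique: Fluo-8 calcium dye fluorescence / Read-out basis: % activation of max/min ratio relative to oxytocin controls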
# CHRM1 antagonist: human CHRM1 antagonism; P11229; CHO-K1 hM1, Fluo-8 calcium fluorescence, ACh EC80 antagonist; inhibition, % at 3 µM; hit rate 1.3% among 360,000; AID 588852;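 active = percent inhibition above its own plate's cutoff, namely the mean of that plate's compound wells plus 3 SD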;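 note: peak over basal fluorescence ratio during 140 s after agonist addition; 0% = ACh EC80 plus DMSO and 100% = DMSO alone without agonist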
# An asterisk follows results filed as active; . = not tested or not shown.
SMILES,V1R ag counter,CHO parental Ca,M1 PAM,OXTR ag,TAAR1 ag,CHRM1 agonist,TAAR1 antag,OXTR potentiator,CHRM1 antagonist
COc1ccc(-n2ncc3c2CC(C)(C)CC3NC(=O)c2cn[nH]c2)cc1 (configuration not stated),.,.,3,.,0,0,-12,.,2
CC(=O)Nc1ccc(NC(=O)CNC(=O)c2cccc(C)c2)cc1,0.0,5,1,1.3,-2,-4,-4,-10,-2
Cc1cccc(NC(=O)CCN2C(=O)c3ccccc3C2=O)n1,0.0,3,0,0.4,3,-2,-36,0,4
Cc1c(CN2CCCCC2C)c(=O)n(-c2ccccc2)n1C (configuration not stated),0.5,4,6,0.5,2,-12,16,-2,-6
Cc1ccc(OCCCCn2ccnc2)c([N+](=O)[O-])c1,3.7,-13,-4,1.9,1,-12,6,-3,2
N/C(Cc1nc2ccccc2s1)=N\O,3.1,-3,2,0.9,8,-3,-24,4,-8
COc1ccc(NC(=O)CCS(=O)(=O)c2ccc3c(c2)CCCN3C(C)=O)cc1,-0.8,-17,-3,-0.9,9,-6,-6,0,8
CN(C)S(=O)(=O)c1cccc(NC(=O)COC(=O)C2(c3ccccc3F)CCCC2)c1,6.6,9,-11,4.5,10,-6,63*,-15,13
O=C1CC(N2CCOCC2)C(=O)N1CCN1C(=O)CC(N2CCOCC2)C1=O (configuration not stated),1.6,-6,8,-0.2,19,-1,-10,-6,-16
C=C1CCN(c2ccc(C(=O)O)cc2[N+](=O)[O-])CC1,1.0,-6,.,1.5,.,.,.,-1,.
CCCCN(CC)CCCNC(=O)c1cn(CC)c2ccc(S(=O)(=O)N3CCc4ccccc4C3)cc2c1=O,-1.7,-17,-13,-1.4,0,-6,-8,-20,18
CCCOc1ccc(C(=O)C(CCC(CNCC)C(=O)c2ccc(OCCC)cc2)CNCC)cc1 (configuration not stated),.,.,-2,.,12,-11,3,.,4
Cn1cnnc1Sc1ccc(/C=C(\CC(=O)O)c2nc3ccccc3s2)cc1[N+](=O)[O-],-0.8,-15,-15,-0.2,-2,-7,-21,2,24
CC(C)(C)c1ccc(C(=O)C2CCCN(C(=O)c3ccccn3)C2)cc1 (configuration not stated),.,.,-6,.,5,1,-5,.,12
COc1ccc(C2(CNC(=O)CCC(=O)O)CCCC2)cc1,-0.7,15,3,-0.1,17,-2,-10,-12,-25
CCOP1(=O)OCC2OC(n3cnc4c(N)ncnc43)C(O)C2O1 (configuration not stated),-0.1,4,14,0.2,2,2,-16,-14,-12
Cc1ccsc1/C=N/NC(=O)Cc1cccn1C,1.5,-8,15,0.7,1,-7,2,-2,-10
COc1ccc(C(=O)Cn2nnc(-c3ccccc3NC(=O)c3ccco3)n2)cc1,1.2,-32,4,0.1,16,-2,55*,-6,-6
Cc1ccc(CN2CCN(C(=O)/C=C/[C@H]3O[C@@H](n4cc(C)c(=O)[nH]c4=O)C[C@@H]3O)CC2)cc1,.,.,5,.,0,1,-17,.,-28
O=C(NCC1CCCO1)c1onc(CSc2ccc(F)c(F)c2)c1C(=O)O (configuration not stated),0.5,-8,4,7.9,7,-3,24,-3,-6
COC(=O)c1cc(S(=O)(=O)N2CCN(c3ccc(C(C)=O)cc3)CC2)cn1C,2.6,8,7,1.0,1,-2,-12,-12,-4
Cc1onc(-c2ccccc2)c1C(=O)Nc1nnc(C(C)C)s1,0.3,-9,7,-0.5,0,-5,-12,-1,-12
COc1ccc(C(=O)COC(=O)C(CC(C)C)N2C(=O)c3ccccc3C2=O)cc1 (configuration not stated),1.1,14,10,0.7,4,-1,24,0,-5
COc1ccc(Br)cc1S(=O)(=O)Nc1ncn[nH]1,0.2,-2,14,-0.8,2,-3,-7,-3,-22
Cc1ccc(NC(=O)CS(=O)CC(=O)NC(C)CCc2ccco2)cc1Cl (configuration not stated),0.6,-21,5,0.7,7,-2,21,-10,-12

# (more compounds)
SMILES,V1R ag counter,CHO parental Ca,M1 PAM,OXTR ag,TAAR1 ag,CHRM1 agonist,TAAR1 antag,OXTR potentiator,CHRM1 antagonist
COc1cc(C(=O)O)nc(OC)n1,1.0,-1,1,-0.4,4,-3,5,-13,0
CN1CCN(C(=O)C[C@H]2C[C@H]3c4cc(NC(=O)NC5CCCCC5)ccc4O[C@H]3[C@@H](CO)O2)CC1,.,.,6,.,18,-6,-31,.,-2
O=C1NC(=O)C(Cc2ccccc2)(c2cccnc2)N1 (configuration not stated),-1.4,-12,16,-0.1,4,8,-5,-8,3
CCOc1c(Cl)cc(C(=O)NCCN2CCCCC2)cc1Cl,2.0,-25,-2,1.6,11,-11,1,-5,2
CCn1c(CC(=O)Nc2ccccc2C)nnc1SCC(=O)NC1CCCC1,-0.8,-15,2,0.4,4,-5,11,-2,0
CCC(C(=O)OC)n1cnc2scc(-c3ccc(C)cc3)c2c1=O (configuration not stated),9.8,-7,-6,-1.3,1,-5,-20,7,5
CC(=O)c1cccc(NC(=O)N2CCC(C(=O)c3ccc(F)cc3)CC2)c1,6.5,-14,20,5.1,-2,2,7,-2,-17
COC(=O)CSc1cc(SCC(=O)OC)c(C#N)c(SCC(=O)OC)c1,-0.1,-17,0,-0.6,10,-1,45,-18,3
CC(C)CCN1C(=O)c2ccc(-c3nc4ccccc4c(=O)o3)cc2C1=O,0.1,2,10,0.6,1,2,-7,3,-14
C=CCN1C=C2C(=O)C(C)(OC(=O)C3CCCC3)C(=O)C=C2C=C1c1ccsc1 (configuration not stated),2.3,3,-14,1.1,0,-13,0,0,9
O=C(/C=C/c1ccc([N+](=O)[O-])cc1)NCCc1ccccc1,1.9,10,3,-2.0,7,-6,-5,-1,-4
CCOC(=O)C(=O)Nc1ccc(S(=O)(=O)Nc2ncccn2)cc1,0.1,-4,-3,0.4,10,-2,5,-4,20
CCC1CCc2sc(C(=O)NC3CCN(Cc4ccccc4)CC3)cc2C1 (configuration not stated),3.3,-12,3,2.4,17,-4,-8,-5,-11
COc1ccc(C2C(C(C)=O)=C(O)C(=O)N2CCc2c[nH]c3ccccc23)cc1 (configuration not stated),0.3,-9,5,-0.1,8,-6,10,4,-7
COc1ccc(Cl)cc1N(CC(=O)NC(C)(C)C)S(=O)(=O)c1ccc(C)c([N+](=O)[O-])c1,-0.5,-14,10,-1.3,4,-5,10,-9,-14
O=C(CC(c1ccccc1)c1cc(Br)ccc1O)NCCN1CCOCC1 (configuration not stated),2.3,-23,-12,0.6,11,-3,-9,-8,20
CCN(CC)c1cc(C)c2cc(NC(=O)c3ccccc3F)ccc2n1,0.3,-11,9,-0.7,0,-6,-14,-13,-15
COc1ccc(N2C(=O)CC(Sc3nc(C)cc(C)n3)C2=O)cc1OC (configuration not stated),0.4,-5,3,0.9,0,-1,6,-13,-9
CN(CCC#N)c1ncnc2scc(-c3ccccc3)c12,0.3,-13,-1,-0.8,5,-4,-5,-12,-27
Cc1cc(C)c2nc(SCCc3ccccc3)nc(C)c2c1,2.2,-14,-1,-0.8,4,-4,-16,-7,-2
CC1(C)OC(=O)C2=C(CC(CCc3ccccc3)OC2c2ccccc2)O1 (configuration not stated),.,.,-3,.,3,-7,28,.,-4
O=C(CCN1C(=O)c2ccccc2C1=O)c1cnc[nH]1,.,.,5,.,1,-3,-28,.,1
COC(=O)c1ccc(Oc2ccc(C(C)(C)C)cc2)c([N+](=O)[O-])c1,-1.1,-18,0,-2.0,11,-3,-4,-16,1
Cn1c(CCCNC(=O)c2cccs2)nc2ccccc21,0.1,-12,0,0.1,2,-9,-3,-7,-1
COc1ccccc1CN1C(=O)c2cccc3cccc(c23)C1=O,8.8,-37,6,-3.0,4,-7,-12,-7,-9
Fc1ccc2c(-c3cccc(C(F)(F)F)c3)c(-c3ccccc3)ncc2c1,1.2,-42,-8,0.4,9,-2,45,9.4*,13
O=C(NCc1ccccc1)C(c1ccncc1)N(C(=O)c1csnn1)C1CC1 (configuration not stated),0.9,-13,-3,0.4,6,-3,-4,-4,11
Cc1ccc(OCCNC(=O)CCNS(=O)(=O)c2ccc(Br)cc2)cc1,2.6,-20,11,7.0,0,1,-1,-8,-22
CCOC(=O)Cc1cnc(NC(=O)NC(C(=O)OCC)(c2ccccc2)C(F)(F)F)s1 (configuration not stated),0.1,-6,7,-1.1,9,-3,-4,0,5
COC(=O)NC1c2ccccc2Oc2ccc(C)cc21 (configuration not stated),-0.4,-12,17,-2.4,43*,-5,38,-2,-15

# Ordered by count of non-hydrogen atoms (smallest number first): 11 of the compounds above
SMILES,V1R ag counter,CHO parental Ca,M1 PAM,OXTR ag,TAAR1 ag,CHRM1 agonist,TAAR1 antag,OXTR potentiator,CHRM1 antagonist
COc1cc(C(=O)O)nc(OC)n1,1.0,-1,1,-0.4,4,-3,5,-13,0
O=C(CCN1C(=O)c2ccccc2C1=O)c1cnc[nH]1,.,.,5,.,1,-3,-28,.,1
Cn1c(CCCNC(=O)c2cccs2)nc2ccccc21,0.1,-12,0,0.1,2,-9,-3,-7,-1
Cc1cc(C)c2nc(SCCc3ccccc3)nc(C)c2c1,2.2,-14,-1,-0.8,4,-4,-16,-7,-2
CCOC(=O)C(=O)Nc1ccc(S(=O)(=O)Nc2ncccn2)cc1,0.1,-4,-3,0.4,10,-2,5,-4,20
Cc1ccc(OCCNC(=O)CCNS(=O)(=O)c2ccc(Br)cc2)cc1,2.6,-20,11,7.0,0,1,-1,-8,-22
CC(=O)c1cccc(NC(=O)N2CCC(C(=O)c3ccc(F)cc3)CC2)c1,6.5,-14,20,5.1,-2,2,7,-2,-17
O=C(NCc1ccccc1)C(c1ccncc1)N(C(=O)c1csnn1)C1CC1 (configuration not stated),0.9,-13,-3,0.4,6,-3,-4,-4,11
COc1ccc(C2C(C(C)=O)=C(O)C(=O)N2CCc2c[nH]c3ccccc23)cc1 (configuration not stated),0.3,-9,5,-0.1,8,-6,10,4,-7
COc1ccc(Cl)cc1N(CC(=O)NC(C)(C)C)S(=O)(=O)c1ccc(C)c([N+](=O)[O-])c1,-0.5,-14,10,-1.3,4,-5,10,-9,-14
CN1CCN(C(=O)C[C@H]2C[C@H]3c4cc(NC(=O)NC5CCCCC5)ccc4O[C@H]3[C@@H](CO)O2)CC1,.,.,6,.,18,-6,-31,.,-2
